# STAT1 inh: STAT1 signaling inhibition | AID 920 | hit rate 0.35% among 200,000 | inhibition, % at 5.5 µM | NIH 3T3 STAT1-luciferase reporter, IFN-gamma, luminescence;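 active = inhibition above a set limit, the mean inhibition across all tested compounds plus 3 SD, cut at about 34% in these data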;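 note: 0% = IFN-gamma with DMSO and 100% = IFN-gamma with 300 µM nifuroxazide; values of inactives mirror those of a sister screen read the other way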
# APP 5UTR inh: APP translation inhibition. hit rate 0.82% among 190,000. inhibition, % at 2 µM. AID 1285. SH-SY5Y APP 5'UTR-luciferase reporter, luminescence;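 active = inhibition above a set limit, derived from the sample mean plus 3 SD, cut at about 45% in these data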; note: values of inactives mirror those of a sister screen read the other way
# APP 5'UTR act: APP 5'UTR luciferase reporter activation; activation, % at 2 µM; SH-SY5Y APP 5'UTR luciferase reporter, luminescence; zero percent = DMSO vehicle wells; AID 1276; hit rate 1% among 190,000;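 active = activation above a set limit, based on mean plus 3 SD of controls, cut at about 140% in these data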; note: values of inactives mirror those of a sister screen read the other way
# STAT1 activator: STAT1 signaling activation; NIH 3T3 STAT1-luciferase reporter, IFN-gamma, luminescence; 100% = IFN-gamma alone, no compound; activation (% of control), % at 5.5 µM; hit rate 2.6% among 200,000; AID 932;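 active = activation above the screen-wide mean activation plus 3 SD, cut at about 130% in these data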;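 note: raw ratio to IFN-gamma control signal so 100% means no change and 0% no light; values of inactives mirror those of a sister screen read the other way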
# FLuc act counter: firefly luciferase counter-screen for stimulation assays; P08659; ATPlite luciferase biochemical, luminescence, 10 min; 0 = ATP-free wells, 1 = DMSO control; activation factor at 10 µM; 200,000 tested, under 10 active;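 active = luciferase activation factor, scaled between plate controls, of at least 2 with compound at 10 µM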
# Target sequence (P08659 whole entry, looked up): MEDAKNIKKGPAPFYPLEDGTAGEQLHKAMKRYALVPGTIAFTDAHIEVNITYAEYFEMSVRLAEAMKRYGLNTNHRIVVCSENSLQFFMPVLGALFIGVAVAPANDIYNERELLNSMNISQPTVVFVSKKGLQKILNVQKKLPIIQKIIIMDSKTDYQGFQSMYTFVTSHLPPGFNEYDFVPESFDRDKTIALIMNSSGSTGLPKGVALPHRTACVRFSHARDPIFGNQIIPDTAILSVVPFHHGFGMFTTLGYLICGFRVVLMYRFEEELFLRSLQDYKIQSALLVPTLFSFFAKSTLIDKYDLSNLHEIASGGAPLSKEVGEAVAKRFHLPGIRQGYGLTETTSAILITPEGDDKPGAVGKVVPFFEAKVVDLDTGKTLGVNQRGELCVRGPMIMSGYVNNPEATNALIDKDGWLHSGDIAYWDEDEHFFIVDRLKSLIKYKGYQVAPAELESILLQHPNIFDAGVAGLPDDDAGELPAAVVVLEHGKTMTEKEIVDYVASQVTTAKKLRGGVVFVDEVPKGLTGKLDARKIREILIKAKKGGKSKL
#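 Material: Luciferase/luciferin reagent mix | Doses: Test compounds dosed from 2 mM stocks in 100% DMSO | Timing: 10 min incubation after luciferase reagent addition, room temperature | Measured by: Luminescence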
# STAT3 act: STAT3 signaling activation | U3A cells, IL-6 STAT3-luciferase reporter, luminescence; 100% = signal with IL-6 EC80 alone | activation (% of control), % at 5.6 µM | hit rate 0.91% among 190,000 | AID 871;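 active = activation above the screen-wide mean of compound activation plus 3 SD, cut at about 130% in these data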;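 note: 0% = background luminescence of wells with medium and substrate only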
#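 Material: STAT3-luciferase reporter U3A cells; Probe or stimulus: IL-6 (33 ng/mL); Incubation: compound pre-incubation 1 h before IL-6, then 6 h stimulation at 37 °C; Technique: luminescence from STAT3-driven luciferase reporter; Evaluation: % activation versus median of IL-6-stimulated wells; Controls: IL-6-only high control.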
# STAT3 blocker: reduces IL-6 driven STAT3 reporter signal. U3A cells, IL-6 STAT3-luciferase reporter, luminescence; host cell line lacks STAT1. inhibition, % at 5.5 µM. hit rate 0.89% among 190,000;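 active = inhibition above the mean inhibition across all screened compounds plus 3 SD, cut at about 44% in these data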;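 note: 0% = DMSO only wells and 100% = 100 µM nifuroxazide control wells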
# ROMK mod: modulates human ROMK potassium channel activity. P48048. Tet-inducible ROMK, thallium flux fluorescence; actives lie on both sides. AID 1918. hit rate 2% among 130,000. B-score at 10 µM;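 active = signal ratio slope over the read window, or its plate-corrected B-score, at least 3 SD from the plate mean, either direction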;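 note: B-score of the F/F0 ratio slope over 7 to 12 s after thallium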
# Target sequence (P48048 whole entry, looked up): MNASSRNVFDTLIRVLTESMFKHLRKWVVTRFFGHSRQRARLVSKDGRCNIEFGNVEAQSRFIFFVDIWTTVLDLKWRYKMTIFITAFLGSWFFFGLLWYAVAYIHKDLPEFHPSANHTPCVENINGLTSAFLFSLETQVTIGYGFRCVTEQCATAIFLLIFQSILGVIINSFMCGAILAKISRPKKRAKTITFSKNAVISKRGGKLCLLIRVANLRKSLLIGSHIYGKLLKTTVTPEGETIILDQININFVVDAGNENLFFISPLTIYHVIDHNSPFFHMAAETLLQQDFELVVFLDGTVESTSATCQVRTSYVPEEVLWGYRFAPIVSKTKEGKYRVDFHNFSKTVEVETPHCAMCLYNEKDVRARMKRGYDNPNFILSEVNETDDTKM
# FLuc inh counter: counter-screen for luciferase assay inhibitors: firefly luciferase inhibition. ATPLite firefly luciferase biochemical luminescence, 10 min. hit rate 1.5% among 200,000. inhibition, % at 10 µM. P08659;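 active = inhibition above about 50% when tested at 10 µM, limit read from the data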
# NF-kB expr up: compounds increasing NF-kB expression in human neuronal cells; hit rate 1.6% among 190,000; AID 1239; NF-kB reporter expression; hits give high values; fold change at 12.5 µM; in the data active = fold change above about 3.3
# An asterisk follows results filed as active; nt = no result given.
# The first 3 entries (preview)
SMILES,STAT1 inh,APP 5UTR inh,APP 5'UTR act,STAT1 activator,FLuc act counter,STAT3 act,STAT3 blocker,ROMK mod,FLuc inh counter,NF-kB expr up
CC(C)CN(C(=O)COC(=O)c1cc2ccccc2oc1=O)C1CCS(=O)(=O)C1 (configuration not stated),-1.0,-9.4,9.4,102.3,1,104.6,-1.1,-0.976,-4.0,1.1
COCCn1nnnc1CN1C2CCCC1CC(NC(C)=O)C2 (configuration not stated),-4.8,39.0,-39.0,104.4,1.1,101.7,1.5,1.63,-7.3,0.92
Cc1cc(C(F)(F)F)n(-c2nc(C(=O)Nc3ccccc3Oc3ccccc3)cs2)n1,1.5,0.7,-0.7,98.6,1.1,105.9,-6.1,0.715,-5.2,1.29

# Results, from the start:
SMILES,STAT1 inh,APP 5UTR inh,APP 5'UTR act,STAT1 activator,FLuc act counter,STAT3 act,STAT3 blocker,ROMK mod,FLuc inh counter,NF-kB expr up
CC(C)CN(C(=O)COC(=O)c1cc2ccccc2oc1=O)C1CCS(=O)(=O)C1 (configuration not stated),-1.0,-9.4,9.4,102.3,1,104.6,-1.1,-0.976,-4.0,1.1
COCCn1nnnc1CN1C2CCCC1CC(NC(C)=O)C2 (configuration not stated),-4.8,39.0,-39.0,104.4,1.1,101.7,1.5,1.63,-7.3,0.92
Cc1cc(C(F)(F)F)n(-c2nc(C(=O)Nc3ccccc3Oc3ccccc3)cs2)n1,1.5,0.7,-0.7,98.6,1.1,105.9,-6.1,0.715,-5.2,1.29
CCN(CC)c1ccc2c(c1)C(=O)N(C)C2=O,-22.5,-8.2,8.2,113.7,1,106.7,-6.6,-0.939,0.4,1.56
CC(OC(=O)c1cc[n+]([O-])cc1)C(=O)Nc1ccc(Cl)cn1 (configuration not stated),-10.4,-5.4,5.4,111.1,1,99.7,4.8,-0.204,2.7,1.05
CCc1ccc(C(=O)NC2CCCCC2)s1,-41.7,-123.7,123.7,140.7*,0.7,93.7,11.9,nt,34.1,4.65*
Cc1ccc2c(c1)N(CC(=O)NC1CCCc3ccccc31)C(=O)CO2 (configuration not stated),2.6,-48.7,48.7,97.6,1,106.0,-1.8,nt,-3.1,0.96
Cc1cccc(C)c1NC(=O)CN(c1ccccn1)S(=O)(=O)c1ccccc1,-1.0,-13.3,13.2,99.8,1,100.7,2.7,nt,-1.5,1.06
COC(=O)c1cc(C(=O)OCC(=O)NC2CCS(=O)(=O)C2)cc([N+](=O)[O-])c1 (configuration not stated),-1.8,4.6,-4.6,103.4,1,102.4,2.2,0.247,-3.5,1.07
CCN(CC(=O)NCc1ccc(F)cc1)Cc1nc2cc(Cl)ccc2c(=O)[nH]1,2.1,-6.6,6.6,98.0,1,103.8,0.1,-0.725,-1.7,0.68
Oc1c(CN2CCCCC2)cc(COCc2ccccc2)c2cccnc12,0.3,85.1*,-85.1,99.7,1,103.0,0.9,-4.45*,-1.1,3.77*
Cc1cc(C)n(C(=O)CNC(=O)C2COc3ccccc3O2)n1 (configuration not stated),-0.6,-2.4,2.4,98.9,1,102.1,1.9,0.32,-2.6,1.18
O=C(OCn1nnc2ccccc2c1=O)C1CCN(S(=O)(=O)c2cccs2)CC1,-5.1,-8.4,8.4,106.0,1,116.0,-11.9,nt,-2.4,1.46
Cc1cccc(OCc2nnc(SCC(=O)Nc3cccc(C(=O)N4CCOCC4)c3)o2)c1C,-2.4,0.4,-0.4,102.1,1,106.9,-3.0,-0.148,-4.4,0.92
COc1ccc(CN2C(=O)N(c3ccccc3)C(=O)C2CC(=O)Nc2ccccc2)cc1OC (configuration not stated),5.6,4.1,-4.1,94.5,1,97.5,10.4,0.598,-1.8,0.94
COc1ccccc1C(=O)Nc1ccc2c3c(cccc13)CC2,-35.8,-48.0,48.0,131.9*,0.9,99.2,-1.6,-0.198,9.8,1.49
Cc1cc(NC(=O)c2cccs2)n(-c2ccccc2)n1,-4.0,2.0,-2.0,103.7,1.1,106.7,-0.6,0.956,-8.1,1.08
S=C(NCCc1ccccc1)NCC(c1ccco1)N1CCCCC1 (configuration not stated),1.1,-15.7,15.7,97.7,1,103.5,0.7,-2.58,-1.2,1.96
CCOP(=O)(OCC)c1nc(-c2ccc(Cl)cc2Cl)oc1N1CCCCC1,-0.6,-22.1,22.1,99.2,1,102.2,4.3,-0.614,-0.6,1.13
CC1=C(C(=O)N2CCCCC2)C(c2cccs2)NC(=O)N1 (configuration not stated),8.4,-32.3,32.3,92.3,1.1,102.4,1.6,0.00256,-7.6,1.12
Cc1cnc(C(=O)OCC(=O)Nc2ccc(C)c(S(=O)(=O)N3CCCCCC3)c2)cn1,1.4,-17.6,17.6,98.8,1,102.8,-3.8,-0.191,-2.7,1.59
CCOC(=O)c1ccc(NC(=O)Cn2nnc(-c3ccccc3F)n2)cc1,6.2,-4.7,4.8,94.4,1.1,96.4,4.2,-0.349,-5.4,1.04
COc1ccc(CC(=O)Nc2nc3n(n2)C(c2ccccc2)CC(=O)N3)cc1OC (configuration not stated),1.6,-0.3,0.3,98.5,1.1,97.8,6.4,nt,-6.9,0.76
CS(=O)(=O)N1CCCC(C(=O)NCc2ccc(F)cc2Cl)C1 (configuration not stated),4.9,-5.8,5.8,95.5,1,95.5,8.8,nt,0.0,1.21
Cc1ccc(S(=O)(=O)N(Cc2ccccc2)Cc2ccco2)cc1,7.4,-3.0,3.0,93.3,1.1,102.5,2.6,nt,-7.0,0.87
COc1ccc(N2Cc3ccccc3/C2=N\C(=O)Nc2ccccc2)cc1,-2.7,-20.9,20.9,101.2,1,95.9,11.4,-1.28,-2.8,1.13
Cc1ccc(C)c(NC(=O)C2CC(O)CN2C(=O)OCc2ccccc2)c1 (configuration not stated),5.9,-11.1,11.1,94.6,1.1,101.6,1.8,nt,-6.3,1.08
NC(=O)Nn1c(CCC(=O)O)ccc1-c1ccc(Br)cc1,5.3,-14.9,14.9,95.1,1.1,96.7,7.0,nt,-10.7,1.11
Cc1cccc(NC(=O)CCNS(=O)(=O)c2cccc3nsnc23)c1,-2.9,23.4,-23.4,103.2,1.1,100.3,6.0,nt,-8.9,1.1
O=C(O)C(Cc1c[nH]c2ccccc12)NS(=O)(=O)c1ccc2ccccc2c1 (configuration not stated),9.4,-6.3,6.3,90.8,1,111.6,-12.5,-0.532,-4.5,1.1
NC(=O)c1ccccc1N(Cc1ccccc1)S(=O)(=O)c1ccccc1,7.9,-5.2,5.2,90.9,1,98.1,10.5,3.2*,-4.5,0.94
O=C(C[n+]1cc(-c2ccc(F)cc2)n2c1CCC2)Nc1nc(-c2ccccc2)cs1,-2.7,-0.8,0.8,102.4,1,109.4,-14.0,-1.45,-2.7,0.94
Cn1c(=O)c2c(nc(N3CCCCC3)n2CCSc2nc3ccccc3o2)n(C)c1=O,2.0,-3.5,3.5,98.1,nt,96.5,9.0,nt,nt,nt
CCS(=O)(=O)N1CCC(C(=O)NCCCN2CCC(Cc3ccccc3)CC2)CC1,-3.7,6.1,-6.1,103.3,1.1,98.2,7.2,-0.339,-5.2,1.29
CC1(C)NC(=O)N(CC(=O)O)C1=O,-0.7,-4.7,4.7,100.7,1,103.1,4.0,nt,-2.8,1.23
O=C(CSc1ccccn1)Nc1cccc([N+](=O)[O-])c1,-17.6,-3.4,3.4,114.9,1,108.7,-3.1,0.539,1.4,0.85
CCOC(=O)C1(CC)NC(c2ccco2)C2C(=O)N(c3ccc(C)cc3)C(=O)C21 (configuration not stated),0.4,7.4,-7.4,99.7,1,99.1,7.2,nt,0.7,1.09
Cc1nc(SCC(=O)CC(=O)OC(C)C)c(C#N)c(C)c1C,-9.6,-5.9,5.9,108.8,1,86.0,19.5,nt,-3.0,1.11
S=c1[nH]nc(-c2cccc(Cl)c2)n1CCN1CCCCC1,-2.2,6.0,-6.0,101.9,1,98.7,6.0,0.184,-4.4,0.98
[O-][n+]1onc2c1CCC1N(O)C(c3ccccc3)CC21O (configuration not stated),-7.5,24.3,nt,110.2,1.1,103.8,-1.4,-0.00867,-9.2,1.22
CC(C)CC(NC(=O)c1ccccc1)C(=O)N/N=C/c1ccco1 (configuration not stated),4.3,-18.7,18.7,96.1,1,105.1,-7.9,0.956,-2.5,1.01
NC(=O)c1cccc(C(N)=O)n1,0.9,-17.7,17.7,99.2,1,101.1,-1.7,-0.312,0.2,1.47
CC(C)(C)c1nnc(NC(=O)c2cc(-c3ccccc3)nc3ccccc23)s1,1.3,-4.7,4.7,98.8,1,105.3,4.1,nt,-4.3,1.04
CCOc1ncccc1C(=O)Nc1nc(C(C)(C)C)cs1,-19.8,11.5,-11.5,116.7,0.9,100.6,1.7,0.738,5.5,1.44
Cc1ccc(NCc2nnc(SCC(=O)N(Cc3ccccc3)C(C)(C)C)o2)c(C)c1,4.9,-6.4,6.4,95.5,1,101.5,4.3,nt,-4.2,1.4
COc1ccc(C2C(C(=O)C(C)(C)C)=C(O)C(=O)N2Cc2ccccc2)cc1 (configuration not stated),2.5,-8.1,8.1,97.7,1.1,97.4,3.3,0.0292,-6.0,1.15
Cc1ccc(/C=c2\s/c(=C(/C#N)C(=O)N3CCCC3)n(Cc3ccco3)c2=O)s1,-1.4,5.0,-5.0,102.6,0.5,106.3,-0.7,nt,47.2,1.24
CNCCCOc1ccc2c(c1)CCC2,-16.0,-16.5,16.5,112.7,1,104.2,-1.4,0.641,-1.7,0.79
CSCCNC(C)=O,-6.3,1.8,-1.8,105.8,1,107.3,-8.5,-1.12,1.0,0.93
CCn1c(-c2cc(-c3ccc(C)cc3)nc3ccccc23)n[nH]c1=S,-4.9,-13.2,13.2,104.4,0.7,104.0,-3.1,0.00106,32.2,1.46

# The listing continues.
SMILES,STAT1 inh,APP 5UTR inh,APP 5'UTR act,STAT1 activator,FLuc act counter,STAT3 act,STAT3 blocker,ROMK mod,FLuc inh counter,NF-kB expr up
COc1cccc(C(=O)N2CCn3c2nc2ccccc23)c1,-13.0,-25.8,25.8,110.6,1,97.5,4.3,0.84,2.5,1.51
CN(C)c1cccc(C(=O)OCC(=O)NCc2ccco2)c1,-3.5,2.0,-2.0,103.2,1,103.4,-0.4,nt,-4.3,1.14
CCN1/C(=N\N)c2cccc3cccc1c23,-10.0,-9.7,9.7,106.4,0.9,99.8,5.1,0.365,6.9,1.1
CCn1nc(NC(=O)c2ccncc2)c2cc3cccc(C)c3nc21,6.1,3.0,-3.0,94.4,1,80.3,24.7,0.0298,-1.6,0.9
O=C(Nc1ccc(F)cc1)c1ccccc1F,-10.7,-52.5,52.5,109.9,0.9,86.6,14.9,0.183,6.2,1.73
CCC(C)C1C(C#N)=C(N)OC2=C1C(=O)CC(C)(C)C2 (configuration not stated),1.4,-23.3,23.3,98.7,1,98.0,11.0,nt,0.0,1
Cc1nc2ccccc2n1CCc1nc2c3ccccc3nc(=S)n2[nH]1,-0.3,0.3,-0.3,100.3,1.1,93.8,4.7,-0.418,-5.2,0.93
Clc1ccc(C2=NCCN2)cc1,-14.8,-18.4,18.4,113.1,1.1,100.1,2.3,0.0555,-8.4,1.33
COc1cccc(C(=O)N(CN2CCCC2=O)c2cccc(Cl)c2)c1,4.2,-7.4,7.4,96.2,1.1,105.3,-1.3,1.33,-5.7,1.04

# Compound activity as filed in PubChem BioAssay.
